KKLEB cytotox – reduces viability of KKLEB cystic fibrosis airway cells; AID 602141; activity change (cytotoxicity), % at 5 µM; 360,000 tested, 0.36% active; KKLEB CF airway cells viability, ATPlite luminescence, overnight; stronger effect = lower value; cells stimulated with P. aeruginosa culture filtrate;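 active means corrected activity change at or below -50% at 5 µM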
HIF-2a inh – inhibitors of HIF-2a; inhibition, % at 18.8 µM; AID 624352; 786-0 RCC cells HIF-2a reporter, luciferase luminescence, overnight; 360,000 tested, 0.72% active;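 active means inhibition of the luminescence signal of 40% or more relative to plate controls, in a single-dose primary screen at 18.75 µM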
NR2E3 ag-1 – human photoreceptor-specific nuclear receptor agonism | Q9Y5X4 | CHO-S Gal4-NCOR/VP16-NR2E3 two-hybrid, luciferase | inhibition of corepressor binding, % at 3.98 µM | 360,000 tested, 0.35% active | AID 602229;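 active means inhibition above the mean of all tested compounds plus 3 SD, cut at about 70% in these data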;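 further: 0% = DMSO with NR2E3 transfected cells and 100% = cells lacking NR2E3 construct; higher means lower luciferase signal from less NR2E3 corepressor binding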
Target sequence (Q9Y5X4 whole entry, looked up, the tested form may be a part): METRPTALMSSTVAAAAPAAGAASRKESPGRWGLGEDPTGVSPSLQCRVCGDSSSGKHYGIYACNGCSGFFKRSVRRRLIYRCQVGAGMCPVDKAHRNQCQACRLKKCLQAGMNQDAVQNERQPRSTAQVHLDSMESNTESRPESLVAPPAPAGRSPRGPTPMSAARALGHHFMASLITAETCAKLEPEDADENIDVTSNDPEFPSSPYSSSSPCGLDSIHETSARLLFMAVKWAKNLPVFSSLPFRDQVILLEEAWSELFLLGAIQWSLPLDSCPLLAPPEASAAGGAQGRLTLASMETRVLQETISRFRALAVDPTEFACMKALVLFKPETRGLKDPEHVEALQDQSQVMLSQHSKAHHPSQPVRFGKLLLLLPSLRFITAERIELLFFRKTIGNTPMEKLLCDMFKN
TRPM1 prom inh – MITF TRPM1 promoter inhibition in SK-MEL-5 cells; AID 488899; 330,000 tested, 0.83% active; inhibition, % at 12.5 µM; SK-MEL-5 TRPM1 promoter luciferase, 24 h;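 active means mean inhibition across replicates of 60% or more, whatever share of single replicates reaches that level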; further: values of inactives mirror those of a sister screen read the other way
TWEAK Fn14 block – inhibitors of TWEAK-Fn14 interaction signaling | TWEAK-stimulated Fn14 reporter cells, luciferase luminescence, 8 h | inhibition, % at 10 µM | 360,000 tested, 2% active | AID 1159606; in the data active means inhibition above about 50%
Peg3 promoter – inhibitors of Peg3 promoter. HeLa PEG-Prom luciferase reporter, luminescence, overnight. inhibition, % at 20 µM. 360,000 tested, 1.7% active. AID 588405;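 active means inhibition of at least 50% at 20 µM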
Shn3 3UTR inh – inhibitors of Schnurri-3 3'UTR reporter in osteoblasts; Clone20 osteoblast Shn3 3'UTR firefly luciferase, 24 h; inhibition, % at 12.5 µM; 360,000 tested, 0.52% active;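 active means mean inhibition of at least 75% with every replicate also reaching 75%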;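 further: 0% = median of neutral control wells and 100% = pilot-screen positive control compound; some compounds past the cut are filed as inactive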
aDG glyco up – alpha-DG glycosylation activation | Pro5-aDG cells, alpha-DG glycosylation AlphaScreen (IIH6); 0% Pro5, 100% B10-LARGE cell signal | activation, % at 10 µM | 360,000 tested, 0.22% active;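 active means activation of at least 8% versus controls, or a plate z-score of at least 8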;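 further: Pro5 are CHO cells carrying HIG-tagged alpha-DG that lacks glycosylation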
NR2E3 ag-2 – NR2E3 (human) agonism. Q9Y5X4. GST-NR2E3/biotin-RetCOR TR-FRET, 1536-well. inhibition of corepressor binding, % at 4.78 µM. 320,000 tested, 0.12% active. AID 2300;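 active means percent inhibition above the cutoff of mean plus 3 SD of all tested compounds, set per screening campaign, cut at about 20% in these data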;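 further: 0% = DMSO wells and 100% = biotin wells as full block of FRET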
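Assay system: NR2E3–RetCOR corepressor complex. Quantity: 1.35 nM GST-NR2E3. Buffer or medium: pH 7.5 Tris-based buffer. Reagent: biotinylated RetCOR corepressor at 7 nM final. Schedule: 5 h at 4 °C. Detection: TR-FRET, emission read at 617 and 671 nm. Replicates: one well per compound, singlicate testing.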
CF NFkB block – inhibitors of cystic fibrosis induced NF-kB | KKLEB NF-kB-GFP reporter, PAF-induced, GFP fluorescence overnight | inhibition, % at 5 µM | 360,000 tested, 0.86% active | AID 588850;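 active means at least 50% inhibition at 5 µM, scaled per plate between neutral and stimulator controls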;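 further: PAF is a Pseudomonas aeruginosa culture filtrate used as stimulus; plate controls were PAF-stimulated DMSO wells for no effect and unstimulated DMSO wells for full effect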
iPSC survival up – enhancers of human iPSC single-cell survival; hiPSC single-cell survival, ATPlite luminescence; 100% = ROCK inhibitor wells, 0% = DMSO; survival enhancement, % at 20 µM; 360,000 tested, 0.044% active; AID 602274; in the data active means survival enhancement above about 18%;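 further: cells exposed to compounds for 16 hours before the ATP read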
An asterisk follows results filed as active; nt = not tested or not shown; & = joins results of further samples.

#	Compound	KKLEB cytotox	HIF-2a inh	NR2E3 ag-1	TRPM1 prom inh	TWEAK Fn14 block	Peg3 promoter	Shn3 3UTR inh	aDG glyco up	NR2E3 ag-2	CF NFkB block	iPSC survival up
1	COc1ccc(CNS(=O)(=O)c2c(C(=O)N3CCCCCC3)c(C)n(C)c2C)cc1	-1.9	21.6	-1.5	-9.3	25.5	7.6	10.0	0.1	4.0	-17.1	-0.6
2	Cc1cc2c(cc1S(=O)(=O)NCc1ccccc1)NC(=O)CO2	-20.7	18.9	-10.3	-9.2	5.3	6.9	-11.7	-0.1	-1.6	10.9	0.2
3	CN(C)S(=O)(=O)n1cc(/C=C(\NC(=O)c2ccccc2)C(=O)NCCN2CCOCC2)c2ccccc21	-12.4	-8.8	-5.0	7.9	3.6	-3.8	-18.9	-0.1	-1.0	-8.3	0.1
4	Cc1ccccc1OCC(O)COc1ccccc1C	-7.0	-112.3	-51.1	-26.7	-16.5	-66.3	-2.9	0.3	nt	16.4	1.4
5	CC1CCN(C(=O)COC(=O)c2cc(S(=O)(=O)N3CCOCC3)ccc2Cl)CC1	-0.4	12.8	-19.1	2.3	2.5	5.2	6.0	0.3	-3.5	-15.3	-0.5
6	CN1CCN(C(=S)Nc2ccc(Cl)c(Cl)c2)CC1	-2.1	-13.4	10.0	-8.4	1.8	2.7	22.3	-0.2	5.3	15.1	0.6
7	COCCN1Cc2cccc(C(=O)NCc3cccnc3)c2C1=O	11.9	6.1	-27.9	nt	9.1	-0.2	7.1	0.3	4.1	-12.9	0.2
8	COc1cccc(OCCNS(=O)(=O)c2cccc([N+](=O)[O-])c2)c1	-1.9	18.4	-9.1	5.7	-5.2	27.8	15.6	-0.3	2.0	-11.5	-0.8
9	CC1CC1C(=O)OCC(=O)NCc1ccccc1 (stereo not drawn)	26.5	-12.9	-12.4	-3.2	-0.8	-6.0	21.1	0.0	nt	-2.3	1.3
10	OC12CCCCC1C(c1ccc3c(c1)OCO3)N(Cc1cccc(F)c1)CC2 (stereo not drawn)	4.1	3.9	-6.5	0.1	-2.1	12.6	12.6&17.3	-0.2	nt	-1.6	-0.1
11	CCc1ccc(OCCOCCN2CCN(C)CC2)cc1	-6.2	-12.0	-11.0	4.5	-15.6	5.9	-10.7	0.0	2.0	-5.1	-0.7
12	Cc1ccc(S(=O)(=O)CCSc2nc(C)cc(C(F)(F)F)c2C#N)cc1	-20.5	-2.2	-5.7	18.8	2.7	48.7	11.5	0.2	-2.1	-3.0	3.3

Results in aDG glyco up and NR2E3 ag-2 (two entries from above):
| No. | mol | aDG glyco up | NR2E3 ag-2 |
| --- | --- | --- | --- |
| 8 | COc1cccc(OCCNS(=O)(=O)c2cccc([N+](=O)[O-])c2)c1 | -0.3 | 2.0 |
| 9 | CC1CC1C(=O)OCC(=O)NCc1ccccc1 (stereo not drawn) | 0.0 | nt |

Other entries follow.
#	Compound	KKLEB cytotox	HIF-2a inh	NR2E3 ag-1	TRPM1 prom inh	TWEAK Fn14 block	Peg3 promoter	Shn3 3UTR inh	aDG glyco up	NR2E3 ag-2	CF NFkB block	iPSC survival up
13	CCN(C(=O)CN1C(=S)NC(C)(C)CC1C)c1ccc(C)c(C)c1 (stereo not drawn)	10.9	8.5	10.2	9.2	13.9	29.5	9.1	0.3	3.6	-4.8	-0.5
14	O=c1[nH]c(COc2ccccc2)nc2ccccc12	7.4	-207.1	-54.7	-68.9	-12.9	-84.0	-54.9	0.0	-4.7	-2.4	-0.5
15	Cc1ccccc1NC(=S)NCc1cccn1C	-3.4	6.3	18.2	-1.8	-7.1	14.2	-4.0	0.4	-2.8	15.5	-0.9
16	COCc1ccc(C(=O)N2CCCC(N(C)Cc3ccccc3)C2)s1 (stereo not drawn)	16.3	13.6	-2.2	7.7	-13.3	19.2	7.7	0.1	1.8	-4.3	0.5
17	c1cnc2ccc(C(c3nnnn3C3CCCC3)N3CCN(c4nc5ccccc5s4)CC3)cc2c1 (stereo not drawn)	-7.3	18.8	-26.7	-5.1	-23.1	14.7	10.4	1.3	5.5	9.0	-1.2
18	C/C(=N/NC(=O)CCC(=O)Nc1ccc(Br)cc1)c1ccc(Br)cc1	-27.0	6.2	-26.3	-3.7	-13.9	-1.2	3.5	0.1	2.2	31.6	-0.1
19	O=C1N=c2ccccc2=C1c1sc(NS(=O)(=O)Cc2ccccc2)nc1O	9.0	2.2	-23.7	6.7	-4.1	6.7	nt	-0.3	0.7	-6.5	-0.4
20	O=C(Nc1cccc(Cl)c1)c1ccc2c(=O)n3c(nc2c1)CCCCC3	-25.4	-187.4	-87.0	-46.9	40.8	-205.3	-56.5	1.4	nt	-1.3	-0.9
21	NC(=O)c1c(C(F)(F)F)cc(-c2ccccc2)nc1NCCO	-3.8	12.8	-9.1	10.7	-8.1	17.7	23.3	0.2	-0.8	16.0	0.2
22	N#C/C(C(=O)NCc1ccccc1)=C1/N=C(NC(=O)c2ccco2)c2ccccc21	-3.5	-219.7	-65.2	-35.2	5.7	-38.5	-67.9	0.0	0.2	9.6	-0.4
23	O=[N+]([O-])c1ccccc1CSc1nnc2ccccn12	-4.0	-110.6	-41.3	-35.2	-11.9	-98.6	-30.1	-0.2	0.9	7.0	-1.9
24	NC(=O)c1nnn(-c2nonc2N)c1-c1ccc([N+](=O)[O-])cc1	8.4	15.5	-4.1	-5.3	3.6	-6.9	2.5	0.5	0.7	-6.7	2.3
25	CNc1nccc(-c2ccc(F)cc2)c1C#N	-0.9	8.5	0.1	-2.5	14.4	-4.9	-5.5	-0.5	1.9	17.1	-2.1
26	CC1(C)Cc2cccc(OCC(=O)Nc3cc(C(F)(F)F)ccc3N3CCOCC3)c2O1	-20.2	12.4	0.1	4.5	39.1	-1.9	10.1	0.2	4.7	22.0	3.1
27	NS(=O)(=O)c1ccc(CCNC(=O)CSc2nc3ccsc3c(=O)n2CC2CCC(C(=O)O)CC2)cc1 (stereo not drawn)	16.2	9.6	-36.6	7.2	-0.9	8.8	1.3	0.2	-3.5	-3.7	3.2
28	CCNC(=O)Nc1ccc(S(=O)(=O)Nc2cnc(C)nc2C)cc1	2.4	13.2	-20.2	5.7	-13.4	12.5	-3.5	0.1	2.4	2.4	-0.1
29	CC(Nc1ccc2c(c1)OCCO2)C(=O)N1CCc2ccccc21 (stereo not drawn)	0.5	-87.2	-39.5	-32.4	5.6	-62.6	-6.1	-0.1	-1.6	12.4	0.3
30	CCc1ccc(NC(=O)c2sc3nc4n(c(=O)c3c2C)CCC4)cc1	3.3	-217.5	-25.6	-41.8	-29.0	-244.4	-13.0	-0.1	-5.0	-7.6	0.7
31	CN(C)c1ccc(C#Cc2ccc3cc(CCO)oc(=O)c3c2)cc1	9.8	-315.7	-127.7	-118.2	-38.0	-266.4	-77.0	0.2	-104.3	-21.1	-1.9
32	CCCCNC(=O)COC(=O)c1ccc(C)c(NC(=O)c2ccco2)c1	5.8	10.2	11.8	11.5	7.2	0.3	-1.5	-0.1	6.0	-3.1	-1.0
33	O=C(c1cccs1)N1N=C(c2ccccc2)CC1c1ccccc1O (stereo not drawn)	12.2	0.2	-6.5	7.9	8.6	-3.0	-37.8	0.5	7.2	-20.1	-0.9
34	COc1cccc(NC(=O)N2CCc3nc(Nc4cc(Cl)cc(Cl)c4)ncc3C2)c1	-6.3	-47.8	-13.4	nt	12.8	27.6	14.5	0.3	nt	19.1	-0.7
35	CCOc1cc(NC(=S)NCc2ccccc2)c(OCC)cc1NC(=O)C(C)C	-1.7	16.9	-0.6	4.2	-10.2	20.8	-11.0	0.0	3.8	-5.1	-0.7
36	Cc1ccccc1/C=C1\CCCc2ccccc2C1=O	-18.3	-274.6	-127.4	-69.2	2.4	-278.1	-103.9	-0.2	0.9	-8.0	-2.9
37	O=C1CCCCN1CCCC(=O)N1CCCC(Nc2ccc(F)cc2)C1 (stereo not drawn)	6.6	12.3	-5.3	3.3	10.3	5.0	-19.4	-0.1	2.6	4.7	0.0
38	Cc1ccc(/C=C/C(=O)Nc2sc3c(c2C#N)CCCC3)o1	-5.5	-7.5	-5.9	-25.2	-0.8	9.8	-10.1	-0.2	2.1	14.3	1.9
39	Cc1ccc(C(=O)C2=C(O)C(=O)N(Cc3ccco3)C2c2cccc(Cl)c2)o1 (stereo not drawn)	7.8	11.2	3.4	-3.7	6.5	19.7	-4.3	0.2	31.4*	-16.9	1.3
40	O=C(CNCc1cccs1)Nc1ccc(OC(F)(F)F)cc1	-6.0	-116.7	-26.8	-16.1	-0.6	-116.8	-3.4	0.1	-2.9	9.4	-0.4
41	O=C1CC(N2CCC(c3nc4ccccc4o3)CC2)C(=O)N1 (stereo not drawn)	0.4	-1.4	1.0	3.1	17.6	-9.7	-19.0	0.1	-3.5	-8.1	0.1
42	CC(=O)c1nn(-c2cccc(C(F)(F)F)c2)c(=O)[nH]c1=O	2.4	6.8	-35.0	3.5	1.8	1.1	-5.9	0.1	0.1	-4.4	0.3
43	CN1CCN(C(=O)c2ccccc2NC(=O)c2sc3ccccc3c2Cl)CC1	-6.4	-2.6	-34.8	-1.3	2.4	3.2	-9.6	-0.3	2.1	13.3	0.0
44	COc1ccc(Br)cc1C(=O)Nc1cc(C)cc(C)c1	-0.6	7.4	-11.6	1.1	-17.0	8.4	-2.2	-0.2	9.9	12.6	2.0
45	CCOC(=O)N1CCC(NC(=O)c2ccc3c(c2)ncn3C2CCCC2)CC1	4.7	-19.0	-19.2	-22.3	3.7	-4.7	-68.1	0.0	2.8	3.4	-3.0
46	CCN(C(=O)COC(=O)c1ccc(Cl)cc1N)C1CCCCC1	4.3	-2.8	-1.5	1.6	-11.2	-8.4	0.9	0.0	1.1	-8.3	-0.5
47	O=C(NCc1nnc(SCC(=O)N2CCCC2)o1)c1ccc(F)cc1	-4.7	6.2	1.8	9.6	2.6	10.0	16.3	0.0	3.4	8.7	-0.3
48	O=C(CCN1C(=O)C2C3C=CC(C3)C2C1=O)Nc1ccccc1 (stereo not drawn)	-0.3	12.8	10.4	-12.2	-4.7	5.9	-7.2	1.2	3.0	-2.7	-2.1
49	O=C(CN1C(=O)NC(c2ccc(F)cc2)C1=O)Nc1ccc2c(c1)OCCO2 (stereo not drawn)	-0.1	3.4	14.1	0.1	-7.8	10.1	9.8	0.0	-2.6	8.9	-0.1
50	NS(=O)(=O)c1cccc(NC(=O)c2cccc(-c3ccc(O)cc3)c2)c1	-15.7	-12.8	-16.9	-4.5	11.9	-12.7	-6.0	-0.2	2.6	6.1	0.4
51	O=C(Nc1cc(Cl)ccc1C(=O)O)c1ccc(CN2C(=O)c3ccccc3C2=O)cc1	3.4	14.4	8.0	-4.2	15.3	18.1	-14.7	0.1	4.2	6.8	-0.8
52	O=C(O)C1(c2ccccc2)CCN(S(=O)(=O)c2ccc(Br)cc2)CC1	-3.9	8.2	1.8	11.1	16.3	-130.3	17.5	0.0	3.6	0.9	0.7
53	Cc1cc(=O)oc2cc(N3C(=O)CC(Cc4ccccc4)C3=O)ccc12 (stereo not drawn)	-7.0	4.6	3.4	-8.6	0.5	-5.1	-5.5	-0.1	-2.8	-1.5	-0.3
